# Screening results deposited in PubChem BioAssay by The Scripps Research Institute Molecular Screening Center.
# PME-1 inh = PME-1 inhibitors via competitive probe labeling, primary screen, biochemical, fluorescence polarization, FP-Rh probe, HTS | actives 0.53% (n = 320,000) | recombinant PME-1 | Protein phosphatase methylesterase 1 (Homo sapiens), Q9Y570 | inhibition, % at 5.9 µM;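 active means inhibition above the campaign mean of all compounds plus 3 SD, cut at about 26% in these data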;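 further: competitive labeling of PME-1 active site by serine hydrolase directed probe; 0% = PME-1 with DMSO and 100% = wells lacking PME-1 enzyme; inhibitors block probe labeling so polarization falls and inhibition rises; many of its hits are not listed in these tables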
# LYPLA1 counter = LYPLA1 inhibitors, primary screen, counter-screen for PME1 inhibitor project, biochemical, fluorescence polarization, FP-Rh probe ABPP; Acyl-protein thioesterase 1 (Homo sapiens), O75608; recombinant LYPLA1; inhibition, % at 5.9 µM; actives 0.16% (n = 320,000);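 active means inhibition above the mean of all tested compounds plus 3 SD, set per campaign, cut at about 14% in these data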;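 further: inhibitors block serine hydrolase probe labeling of LYPLA1 so polarization falls; 0% = enzyme with DMSO and 100% = wells lacking LYPLA1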
# PAFAH1B3 inh = PAFAH1B3 enzyme inhibitors, primary screen, biochemical, fluorescence polarization, human; Platelet-activating factor acetylhydrolase IB subunit alpha1 (Homo sapiens), Q15102; actives 0.28% (n = 340,000); recombinant PAFAH1B3, FP-rhodamine probe; inhibition, % at 3.39 µM;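 active means inhibition above the screen-wide average of all tested compounds plus 3 SD, cut at about 25% in these data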;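 further: 0% = enzyme with DMSO only and 100% = wells lacking PAFAH1B3 protein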
# PAFAH1B2 inh = PAFAH1B2 enzyme inhibitors, primary screen, biochemical, fluorescence polarization, human | Platelet-activating factor acetylhydrolase IB subunit alpha2 (Homo sapiens), P68402 | recombinant PAFAH1B2, FP-rhodamine activity probe | inhibition, % at 3.39 µM | actives 1.2% (n = 340,000) | AID 492953, 2010;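 active means inhibition above the mean of all tested compounds plus 3 SD, cut at about 24% in these data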;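 further: 0% = enzyme with DMSO and 100% = wells lacking PAFAH1B2; many of its hits are not listed in these tables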
# Target sequence (P68402 whole entry, looked up): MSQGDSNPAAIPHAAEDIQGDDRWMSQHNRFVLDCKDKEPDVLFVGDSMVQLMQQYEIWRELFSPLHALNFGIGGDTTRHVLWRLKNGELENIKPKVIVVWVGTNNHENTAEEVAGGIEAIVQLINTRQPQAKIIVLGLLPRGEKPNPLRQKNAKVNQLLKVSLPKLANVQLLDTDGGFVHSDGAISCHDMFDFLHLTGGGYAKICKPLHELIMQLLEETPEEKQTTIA
# PAFAH2 FP inh = PAFAH2 enzyme inhibitors, primary screen, biochemical, fluorescence polarization, human | actives 0.99% (n = 340,000) | Platelet-activating factor acetylhydrolase 2, cytoplasmic (Homo sapiens), Q99487 | inhibition, % at 3.39 µM | recombinant PAFAH2, FP-rhodamine activity probe;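 active means inhibition above the mean over all tested compounds plus 3 SD, cut at about 30% in these data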;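 further: inhibitors block probe labeling of enzyme so polarization drops; 0% = enzyme with DMSO and 100% = wells lacking PAFAH2 protein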
# GSTO1 counter = inhibitors of recombinant GSTO1, primary screen, counter-screen for RBBP9 inhibitor project, biochemical, fluorescence polarization; actives 1.1% (n = 300,000); activity-based probe fluorescence polarization; inhibition, % at 5.96 µM; Glutathione S-transferase omega-1 (Homo sapiens), P78417;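 active means inhibition above the campaign mean inhibition plus 3 SD, cut at about 35% in these data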;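 further: 0% = GSTO1-1 with DMSO and 100% = wells lacking GSTO1-1 enzyme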
# LYPLA2 counter = LYPLA2 inhibitors, primary screen, counter-screen for PME1 inhibitor project, biochemical, fluorescence polarization, FP-Rh probe ABPP; recombinant LYPLA2; inhibition, % at 5.9 µM; actives 0.38% (n = 320,000); AID 2177, 2009;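 active means inhibition above the screen-wide mean plus 3 SD, limit set per campaign, cut at about 26% in these data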;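 further: 0% = LYPLA2 with DMSO and 100% = wells lacking LYPLA2 enzyme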
# Target sequence (O95372 whole entry, looked up): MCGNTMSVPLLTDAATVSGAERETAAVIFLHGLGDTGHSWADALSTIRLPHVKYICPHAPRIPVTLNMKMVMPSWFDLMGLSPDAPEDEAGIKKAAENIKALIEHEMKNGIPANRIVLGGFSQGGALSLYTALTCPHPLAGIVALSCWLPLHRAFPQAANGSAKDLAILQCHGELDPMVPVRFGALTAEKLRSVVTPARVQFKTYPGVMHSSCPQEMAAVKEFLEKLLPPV
# PAD4 FP inh = human PAD4 inhibitors, primary screen, biochemical, fluorescence polarization, 1536-well format; Protein-arginine deiminase type-4 (Homo sapiens), Q9UM07; recombinant PAD4, RCA probe fluorescence polarization; inhibition, % at 6.36 µM; actives 0.41% (n = 330,000); AID 485272, 2010;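 active means percent inhibition above a cutoff equal to the mean of all tested compounds plus 3 SD, cut at about 15% in these data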;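 further: 0% = PAD4 with RCA probe and DMSO and 100% = probe without PAD4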
# pPAFAH inh = pPAFAH enzyme inhibitors, primary screen, biochemical, fluorescence polarization, human. Platelet-activating factor acetylhydrolase (Homo sapiens), Q13093. recombinant pPAFAH, FP-rhodamine probe fluorescence polarization. inhibition, % at 3.39 µM. actives 1.5% (n = 330,000). AID 463082, 2010;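 active means inhibition above the mean inhibition across the screen plus 3 SD, cut at about 25% in these data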;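 further: inhibitors block binding of the rhodamine activity-based probe so polarization drops; 0% = enzyme with DMSO and 100% = wells lacking pPAFAH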
# Target sequence (Q13093 whole entry, looked up): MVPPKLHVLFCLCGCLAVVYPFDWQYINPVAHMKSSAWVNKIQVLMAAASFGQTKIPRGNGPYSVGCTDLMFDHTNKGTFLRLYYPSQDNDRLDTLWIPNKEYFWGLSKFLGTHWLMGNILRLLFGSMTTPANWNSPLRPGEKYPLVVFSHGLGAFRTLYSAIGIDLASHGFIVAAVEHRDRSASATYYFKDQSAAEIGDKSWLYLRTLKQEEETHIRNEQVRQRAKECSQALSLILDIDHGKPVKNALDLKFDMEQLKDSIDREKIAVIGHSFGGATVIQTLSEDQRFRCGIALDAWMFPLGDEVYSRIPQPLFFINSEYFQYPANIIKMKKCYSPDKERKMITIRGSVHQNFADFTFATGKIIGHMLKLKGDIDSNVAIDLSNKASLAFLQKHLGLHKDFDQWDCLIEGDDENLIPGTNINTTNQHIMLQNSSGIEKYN
# Active calls of the source: *; . = not tested or not shown. A portion of the library. The share of hits here may be higher or lower than overall.
Structure,PME-1 inh,LYPLA1 counter,PAFAH1B3 inh,PAFAH1B2 inh,PAFAH2 FP inh,GSTO1 counter,LYPLA2 counter,PAD4 FP inh,pPAFAH inh
CCOc1ccc(-n2c(O)c(/C=N/Nc3nnc(C)c(=O)[nH]3)c3ccccc3c2=O)cc1,6,-2,9,9,-5,15,-5,-4,-1
O=C(NCN1C(=O)C2C3C=CC(C3)C2C1=O)OC1CCCCC1 (stereo not given),-6,4,-1,4,3,0,2,-6,1
COc1ccc(NC(=O)C2CCCN2c2ccc(OC)c(OC)c2)cc1OC (stereo not given),6,1,5,3,-6,19,-1,-3,2
Cc1cc(OCC(=O)NC2CCN(Cc3ccccc3)CC2)c2c(C)c(C)c(=O)oc2c1,-1,2,-1,-1,4,-3,10,2,1
CCOc1ccccc1C(=O)OCC(=O)Nc1ccc(N2CCCCC2)cc1,-10,-4,-5,4,36*,2,3,-7,22
CC(C)[C@H](NC(=O)c1c(F)cccc1F)C(=O)OCC(=O)NC(=O)NC1CCCC1,4,-1,5,-1,-7,9,12,2,0
CC(=O)c1ccc(S(=O)(=O)N2CCCC(N(C)CCc3ccccc3)C2)cc1 (stereo not given),1,0,5,0,8,2,2,1,2
CCOc1cc(C(=O)Nc2ccccc2N2CCN(S(C)(=O)=O)CC2)cc(OCC)c1OCC,-5,-9,5,1,2,8,-4,-3,0
COc1cccc(/C=C2\SC(=S)N(CCC(=O)NC3C=CS(=O)(=O)C3)C2=O)c1 (stereo not given),3,0,-3,-2,2,12,4,-7,3
Cn1nnnc1SCC(=O)c1ccco1,2,1,3,5,-3,8,3,-4,4
COc1ccc(-n2c(SCC(=O)Nc3ccccc3)nnc2-c2ccc(NS(=O)(=O)c3ccc(C)cc3)cc2)cc1,-14,-3,-52,-34,-72,-34,-7,1,1
COc1ccccc1N1CCSC1C(N)=O (stereo not given),2,2,-1,6,0,6,5,0,5
Nc1cccc(S(=O)(=O)NC2=NCCC2)c1,1,-1,8,0,-1,-2,-4,4,-5
COC(=O)C1=C(Nc2ccccc2NS(=O)(=O)c2ccc(C(F)(F)F)cc2Cl)CSC1,-3,-4,2,28*,8,1,-1,0,24
O=C(Cc1ccccc1)N/N=C/c1ccccc1Cl,2,1,3,1,-2,1,6,-1,5
O=C(Nc1ccccc1)N1CCNCC1,-5,-2,3,-1,-8,1,-1,-6,5
COc1cc(OC)cc(C(=O)N/N=C\c2ccoc2)c1,2,0,10,-8,-1,-5,-1,-1,6
Cc1ccsc1/C=N/NC(=O)C1CC(=O)N(c2ccc(F)cc2)C1 (stereo not given),-1,5,5,5,11,3,4,0,1
Cc1cc(C(=O)N2CCOCC2)n(-c2ccccc2)n1,2,2,2,7,2,3,5,1,3
Cc1ccc(CNc2ccc(N3C(=O)CCCC3=O)cc2[N+](=O)[O-])cc1,10,1,6,5,-1,5,10,1,0
COc1ccc(CNC(=O)C2CCN(C(=O)c3ccc(F)cc3)CC2)cc1OC,1,0,7,3,5,.,0,4,3
COc1cc(C(=O)Nc2cccc(-c3nnc(-c4ccco4)o3)c2)ccc1OC(C)=O,-1,-3,16,-1,5,-4,-3,2,-2
CCOC(=O)C1=C(C)Nc2nc(SC)nn2C1c1ccc(C(=O)OC)cc1 (stereo not given),4,2,6,6,-4,1,7,2,6
CCOc1ccc2c(c1)[N+](C)(C)C(C)(C)C=C2C,-1,1,.,.,.,3,4,-1,2
COc1ccccc1NC(=O)C(C)OC(=O)CC1CCCC1 (stereo not given),8,-1,8,5,3,1,1,2,4
O=C(Nc1ccccc1)c1cnc2n(c1=O)CCS2,-5,-2,-1,5,2,3,3,4,1
CCC(C)NC(=O)Cc1cn(C)c2ccccc12 (stereo not given),6,2,4,0,2,-6,1,4,-6
CCOc1ccc(-c2nc(N)ncc2-c2ccccc2OC)c(O)c1,-3,-1,6,3,1,11,5,-1,6
O=C1CC(c2ccc3c(c2)OCO3)CN1 (stereo not given),-2,6,2,7,-4,12,5,-1,1
O=C(CCc1ccccc1)Nc1nncs1,-2,3,10,10,4,0,1,-1,1
Cn1cccc1C(=O)NC(=O)CSc1nc2ccccc2s1,9,-4,-3,-2,-1,-1,-2,2,1
Cc1c(C)n(CCN(C)C)c2ccc(C(=O)OCCN(C)C)cc12,3,4,5,5,-10,0,10,1,2
CCCCc1nnc(NC(=O)CCSc2ccccc2)s1,-6,0,-8,6,-7,-8,1,-6,5
Cc1nc(-c2ccc(S(=O)(=O)NCC3CCN(C(=O)OC(C)(C)C)CC3)s2)cs1,0,-3,1,2,-2,-6,5,3,6
O=C(NCCN1CCN(c2cccc(Cl)c2)CC1)c1ccc(CSc2nc3ccncc3[nH]2)cc1,-5,6,-2,-3,2,-6,3,1,16
CCOC(=O)c1cnn(-c2cc(Oc3cccc(C)c3)ncn2)c1N,0,-4,-3,0,-3,0,-1,1,-2
COc1cc2c(C(=O)Nc3ccc4c(c3)OCO4)cn(CC(C)C)c(=O)c2cc1OC,-3,-1,.,.,.,6,-3,-2,4
CC(C)=C1SC(N2CCOCC2)=NC1=O,-4,-4,6,5,1,3,0,-6,2
COc1ccccc1NC(=O)CCNS(=O)(=O)c1ccc2[nH]c(=O)oc2c1,2,0,0,5,0,4,-3,-2,9
CCOc1ccc(C(=O)COC(=O)Cc2n[nH]c(=O)c3ccccc23)cc1,0,-4,2,1,0,-2,-8,-7,0
COCc1cc(=O)n2[nH]c(-c3ccccc3)cc2n1,6,2,5,-2,10,-1,4,3,1
CCOc1ccc(OCC)c(NC(=O)CN2CCN(CC)CC2)c1,-4,2,3,-4,3,-6,4,-7,0
CC(C)CCNC(=O)C(c1cccnc1)N(CCc1ccccc1)C(=O)Cn1nnc2ccccc21 (stereo not given),-2,1,11,-1,8,1,-2,3,-3
COc1ccc(C2(C(F)(F)F)NC(=O)N(C)C(=O)N2C)cc1 (stereo not given),2,1,9,0,0,11,3,-1,2
Clc1ccc(-c2nnc3n2CCCCC3)cc1,1,4,-4,2,-7,0,8,0,1
O=C(Cc1c[nH]c2ccccc12)OCCOC(=O)Cc1c[nH]c2ccccc12,1,3,1,4,1,-3,-1,2,14
O=S(=O)(c1cccc(C(F)(F)F)c1)N1CCN(c2nnnn2-c2ccccc2)CC1,-2,1,-1,-6,0,0,-3,-5,0
O=C(C1CN(C(=O)c2cc3cc(Cl)ccc3o2)c2ccccc2O1)N1CCCCC1 (stereo not given),-1,0,5,6,-1,.,0,-1,0
C=CCSc1n[nH]c(-c2ccccc2)n1,-4,2,7,-2,-8,-6,4,1,6
CC(C)NC(=O)c1ccccc1-c1nc(-c2ccccc2Cl)no1,-1,0,4,-1,3,-3,4,-3,1
CCOC(=O)c1cccc(NC(=O)C2CCC(CNc3c(N4CCOCC4)c(=O)c3=O)CC2)c1 (stereo not given),-4,0,2,6,-1,-1,0,-1,-12
CCOCCCNC(=O)CN1C(=O)/C(=C/c2ccccc2)Sc2ccccc21,-7,-5,10,3,-1,7,-7,3,4
COc1cccc(-n2c(SC)nnc2-c2cnccn2)c1,-2,-2,15,-1,-9,0,2,-3,-6
C=CCOc1ccc(/C=C/C(=O)OCC(=O)NC2CCCCCCC2)cc1,2,2,6,2,67*,-4,3,-5,-3
Cc1ccccc1N(CC(=O)NCc1ccco1)C(=O)CNS(=O)(=O)c1ccc(F)cc1,0,0,4,8,-2,-37,5,-1,1
Cc1ccc([N+](=O)[O-])cc1Nc1nc(N2CCOCC2)nc(N2CCOCC2)n1,2,0,7,12,-1,0,0,-6,5
Cc1ccc2nc(-c3ccc(O)cc3)c(Nc3ccc4c(c3)OCCO4)n2c1,4,-1,3,0,2,4,0,2,16
COc1ccc(NC(=O)CCCn2c(=S)[nH]c3ccccc3c2=O)cc1,4,-2,-3,0,1,8,-7,-2,0
COc1ccc(C(c2sc3nc(C)nn3c2O)N2CC(C)OC(C)C2)cc1OC (stereo not given),-6,-3,1,-1,4,3,1,-1,-1
CC(=O)c1ccc(NC(=O)CSc2nnc(-c3ccncc3)o2)cc1,-9,0,5,6,7,-9,1,-1,0

# Carrying on.
Structure,PME-1 inh,LYPLA1 counter,PAFAH1B3 inh,PAFAH1B2 inh,PAFAH2 FP inh,GSTO1 counter,LYPLA2 counter,PAD4 FP inh,pPAFAH inh
NC(=O)CC[C@@H]1NC(=O)[C@H](CO)NC(=O)c2cc([N+](=O)[O-])cc(I)c2NCC[C@@H](C(N)=O)NC(=O)[C@H](Cc2ccc(O)cc2)NC1=O,-4,1,.,.,.,18,0,-2,-1
COc1ccccc1NC(=O)c1nnn(CC(=O)Nc2cccc(SC)c2)c1N,-3,-5,2,0,1,0,-7,-4,-1
COc1ccc(N2CCN(C(=O)COC(=O)CCc3ccccc3OC)CC2)cc1,-2,4,6,-1,3,10,8,-2,2
O=C(NCc1ccc(Cl)cc1)c1ccccc1Oc1ccccc1,6,4,3,10,-4,-4,8,-2,-1
CC1CCN(C(=O)CN(CCc2ccccc2)S(C)(=O)=O)CC1,1,-3,-2,-3,6,1,0,0,2
Cc1cc(C(=O)CN2C(=O)CN(C)C2=O)c(C)n1-c1cccc(S(=O)(=O)N2CCOCC2)c1,-3,-7,10,2,-8,-5,17,1,-2
CCOc1ccc(Nc2cc(C)nc3c(C)cccc23)cc1,4,5,13,2,-9,2,6,4,0
COc1ccc2[nH]c3c(c2c1)CCN1C(=O)C(CC(=O)NCc2ccc(OC)c(OC)c2)C[C@H](C(=O)N(C(C)C)C(C)C)[C@@]31C (stereo not given in full),.,.,7,2,-3,.,.,-4,3
CC(=O)Nc1ccc(NC(=O)CSc2nnc(-c3ccc4c(c3)OCO4)o2)cc1,.,.,10,2,-8,.,.,-1,-3
C=C(C)CN1CCN(c2c(CCC#N)c(C)c(C#N)c3nc4ccccc4n23)CC1,-1,6,3,1,1,-5,10,4,0
COC(=O)CC1C(=O)NCCN1C(=O)c1ccc([N+](=O)[O-])cc1 (stereo not given),0,4,0,3,2,2,9,-1,5
O=C(Cn1cc2c(n1)CCCC2)NCCCN1CCN(C2CCCCC2)CC1,-3,2,4,-3,-1,1,-4,3,6
Cn1c(COc2ccccc2)nc2ccccc21,-1,-3,1,0,-4,10,-5,-4,-2
O=C(Nc1cccc(O)c1)c1ccc([N+](=O)[O-])cc1Cl,-10,-2,-10,-1,-1,8,3,-7,-4
CC1CN(C(=O)CSc2nnc(-c3ccc(Cl)cc3)n2C)CC(C)O1 (stereo not given),-1,-3,5,1,3,0,1,3,1
CCCCn1c(N)c(N(CC)C(=O)c2cc(S(=O)(=O)N3CCN(CC)CC3)ccc2Cl)c(=O)[nH]c1=O,-2,-4,5,-5,-1,5,0,3,3
